PDI inh = inhibitors of human protein disulfide isomerase. P07237. PDI insulin aggregation turbidity, A650, 90 min. inhibition, % at 10 µM. 350,000 compounds, 0.052% hits. AID 588391;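 active = mean inhibition across replicates of 30% or more, whatever share of single replicates reach that level; inconclusive = mean inhibition below 30% while every single replicate reaches 30%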;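 also: absorbance from insulin aggregation driven by PDI reduction with DTT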
Target sequence (P07237 whole entry, looked up): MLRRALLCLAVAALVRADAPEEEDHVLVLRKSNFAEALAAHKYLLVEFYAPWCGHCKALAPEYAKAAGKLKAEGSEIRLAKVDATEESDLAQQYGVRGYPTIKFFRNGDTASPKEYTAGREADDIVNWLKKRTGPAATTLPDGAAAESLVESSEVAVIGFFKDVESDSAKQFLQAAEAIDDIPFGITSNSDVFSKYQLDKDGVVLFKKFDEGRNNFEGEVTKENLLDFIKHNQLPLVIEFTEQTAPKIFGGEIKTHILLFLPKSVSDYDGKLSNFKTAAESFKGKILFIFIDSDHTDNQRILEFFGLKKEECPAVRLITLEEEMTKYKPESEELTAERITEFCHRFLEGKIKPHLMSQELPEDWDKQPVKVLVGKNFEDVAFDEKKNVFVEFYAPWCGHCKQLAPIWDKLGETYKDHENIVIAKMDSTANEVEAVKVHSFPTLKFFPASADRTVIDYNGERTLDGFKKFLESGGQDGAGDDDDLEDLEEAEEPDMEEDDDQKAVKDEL
Vif inh = inhibitors of HIV Vif; HEK293T cells, Vif self-association by quenched fluorescence, imaging, 24 h; inhibition, % at 7.49 µM; AID 602346; 340,000 compounds, 0.35% hits; in the data active = inhibition above about 50%, passing the limit was not always enough; inconclusive = no clear call, values can overlap the other calls; inactive = below about 31%; also: some results filed as inactive read as strong as hits
m5-HT2A agonist = activates the mouse 5-HT2A serotonin receptor. P35363. CHO-K1 mHTR2A beta-arrestin complementation, luminescence; percent of 30 µM serotonin response. activation, % at 7.6 µM. 360,000 compounds, 0.66% hits. AID 624169;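 active = activation above a run cutoff, the mean activation of all tested compounds plus 3 SD, cut at about 14% in these data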;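 also: 0% = plate median of compound wells and 100% = 30 µM serotonin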
CaV13 ICDI inh = Primary screen for inhibitors of IQ motif and Ca2+-dependent inactivation inhibitor domain binding in CACNA1D, Förster resonance energy transfer in living cells, …; HEK cells, CFP/YFP FRET ICDI-IQ, plate reader, 10 min; percent FRET-ratio fall versus neutral wells; inhibition, % at 12.3 µM; 340,000 compounds, 0.098% hits; AID 743397;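 active = mean replicate inhibition of at least 30% and at least 1% of replicates passing that level; inconclusive = only one of the two criteria is met; inactive = neither criterion is met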;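 also: 0% = median of the neutral control wells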
N-glyco inh = N-linked glycosylation inhibition; D54 ERlucT glycosylation luciferase reporter, 24 h; percent of 100 nM tunicamycin response; reporter increase, % at 12.5 µM; 360,000 compounds, 0.23% hits;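 active = mean luciferase reporter signal, scaled so untreated is 0 and the glycosylation-blocking control 100, at or above a set limit in every replicate; inconclusive = mean reaches the limit but not every replicate does; inactive = mean below the limit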;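 also: luciferase carries N-glycosylation sites so blocking glycosylation raises the light; 0% = median of neutral control wells and 100% = median of 100 nM tunicamycin wells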
MC4R ag barr = human MC4R agonism via beta-arrestin. P32245. U2OS MC4R beta-arrestin complementation, luminescence; percent of melanotan II response, DMSO zero. activation, % at 8.9 µM. 360,000 compounds, 0.98% hits;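 active = activation above a per-plate cutoff, the mean activation of sample wells on that plate plus 3 SD, cut at about 8% in these data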
Target sequence (P32245 whole entry, looked up): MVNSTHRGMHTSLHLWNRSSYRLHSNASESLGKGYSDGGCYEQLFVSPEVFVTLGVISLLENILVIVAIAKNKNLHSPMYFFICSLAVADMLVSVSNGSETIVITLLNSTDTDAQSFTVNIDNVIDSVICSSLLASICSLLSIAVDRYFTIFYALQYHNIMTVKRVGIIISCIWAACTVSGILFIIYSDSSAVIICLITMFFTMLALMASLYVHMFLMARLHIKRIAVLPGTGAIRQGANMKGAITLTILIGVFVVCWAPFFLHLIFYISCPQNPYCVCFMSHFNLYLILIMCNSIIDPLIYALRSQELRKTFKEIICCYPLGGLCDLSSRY
MC4R antagonist = human MC4R antagonism in cAMP assay | P32245 | AID 540295 | 360,000 compounds, 0.48% hits | inhibition, % at 6.5 µM | MC4R-expressing cells, MTII-stimulated cAMP, LANCE TR-FRET;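 active = inhibition above its plate's cutoff, the mean of tested wells on that plate plus 3 SD, cut at about 29% in these data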;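 also: 0% = Melanotan II alone and 100% = Melanotan II plus saturating MCL0020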
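Material: human MC4R-expressing U2OS cells. Probe or stimulus: Melanotan II challenge. Dosing: 6.5 µM single dose. Times: 30-min compound, 1-h challenge, 1-h detection, room temperature. Technique: TR-FRET with Eu-cAMP and labeled anti-cAMP, 671 nm. Replication: singlicate.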
ABCB6 inh MLPCN = inhibitors of human ABC transporter ABCB6. Q9NP58. K562-ABCB6 porphyrin accumulation, flow cytometry, 1 h; hits give low values. fluorescence ratio to DMSO, % at 10 µM. 360,000 compounds, 0.19% hits;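 active = fluorescence ratio to DMSO below 75%, the collection mean minus 3 SD; inconclusive = too few cells collected in the well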;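 also: signal is porphyrin accumulated inside mitochondria; 100% equals median channel fluorescence of DMSO control wells; lower ratio means ABCB6 inhibition with less porphyrin fluorescence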
H9c2 protect = protects H9c2 cardiomyocytes from peroxide injury; 360,000 compounds, 0.63% hits; H2O2 injury protection, ATPLite, 2 h; protection from H2O2 cell death, % at 20 µM; AID 588492;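 active = compounds giving at least 50% protection of heart cells from peroxide-induced death in the single-dose screen, raw or plate-pattern-corrected value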;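 also: 0% = DMSO wells with peroxide and 100% = DMSO wells without peroxide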
aDG glyco up = increases alpha dystroglycan glycosylation. Pro5-aDG cells, alpha-DG glycosylation AlphaScreen (IIH6); 0% Pro5, 100% B10-LARGE cell signal. activation, % at 10 µM. 360,000 compounds, 0.22% hits. AID 624168;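 active = activation of at least 8% versus controls, or a plate z-score of at least 8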;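 also: Pro5 are CHO cells carrying HIG-tagged alpha-DG that lacks glycosylation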
Active calls of the source: *; u = inconclusive; x = no result given.

SMILES	PDI inh	Vif inh	m5-HT2A agonist	CaV13 ICDI inh	N-glyco inh	MC4R ag barr	MC4R antagonist	ABCB6 inh MLPCN	H9c2 protect	aDG glyco up
N#Cc1nc(Cc2ccccc2)oc1NCCc1ccccc1	-5	-17	-3	-5	-3	-1.3	2	106	4	0.1
NC(=O)c1nnn(-c2ccccc2)c1N	-2	6	5	-4	1	-1.1	-1	97	-3	-0.5
COc1ccc(CN2CCN(C(=O)c3ccccc3C(=O)c3ccccc3)CC2)cc1F	-9	-5	1	-5	0	1.5	10	97	5	-0.2
OCCOc1nnnn1-c1ccccc1	2	1	-2	-6	3	-1.7	-2	101	10	-0.4
CC(C(=O)NC1C=CS(=O)(=O)C1)N1C(=O)/C(=C/c2cccc(Cl)c2)SC1=S (stereo not drawn)	8	8	1	-3	-4	-3.2	6	99	-13	-0.3
NS(=O)(=O)c1ccc(CNC(=O)Cc2ccccc2[N+](=O)[O-])cc1	-8	-2	1	-20	2	-0.5	-1	105	0	0.1
CCOc1ccc(-c2csc(NC(=O)c3ccco3)n2)cc1	-3	-8	2	-4	3	0.2	-6	97	-4	-0.1
CC1(C)CC(=O)C2=C(C1)Nc1ccccc1NC2c1ccc2c(c1)OCO2 (stereo not drawn)	-12	-9	7	-10	0	0.2	13	95	-1	0.1
C[C@H]1CN([C@@H](C)CO)C(=O)c2cc(Br)cnc2O[C@H]1CN(C)S(=O)(=O)c1ccccc1F	-8	24	9	-7	-1	-0.4	-4	101	10	0.1
CCNC(=O)NS(=O)(=O)c1cnccc1Nc1cccc(Cl)c1	0	7	-3	-4	2	-1.6	2	96	2	0.1
FC(F)(F)c1cc(-c2ccc(Cl)cc2)nc2ncnn12	7	35	-4	-3	0	-2.7	-1	94	-1	0.2
CN(Cc1c(F)cccc1Cl)C(=O)c1cccc(S(=O)(=O)N2CCN(Cc3ccccc3)CC2)c1	7	7	-4	-5	-3	0.2	5	90	-14	0.1
Cc1cc(C)c(NC(=O)CSc2nnc(CNC(=O)c3ccccc3F)o2)c(C)c1	-1	-4	-6	-3	0	-0.8	-1	100	-1	-0.1
CCOC(=O)c1c(C(F)(F)F)cc(-c2ccc(F)cc2)nc1C	15	2	5	-5	-1	2.9	17	97	-7	0.2
CN(CCc1cn[nH]c1)C(=O)C1CCC(=O)N(CC2CCCCC2)C1 (stereo not drawn)	-4	-5	1	-6	3	-0.8	6	104	-1	0.0
CC(C)CNC(=O)C1(C)CCCN1C(=O)c1c(Cl)cccc1Cl (stereo not drawn)	16	-8	2	-10	-1	-2.9	1	97	1	0.1
CCCOc1cc2c(C#N)c(N3CCCC3)nc(N)c2c(N)n1	0	-1	5	-12	5	-1.6	-3	102	8	1.4
COc1ccc(-c2cc(C(=O)Nc3ccccc3SC)no2)cc1	2	x	-6	-7	3	0.4	0	101	8	-0.3
CCCS(=O)(=O)NC(=O)C1(C)CCN(C(=O)c2ccccc2F)C1 (stereo not drawn)	-5	5	10	-7	0	-2.7	-2	103	-4	-0.1
Cc1c(NC(=O)OC(C)C)sc(=S)n1C	9	-1	3	-11	1	0.8	15	100	6	-0.1
O=C(c1cccc(Cl)c1)N(Cc1ccco1)C1CCS(=O)(=O)C1 (stereo not drawn)	x	8	-1	-6	1	0.4	7	95	-1	0.2
O=C(NCc1cccnc1)C1CC2c3ccccc3C1c1ccccc12 (stereo not drawn)	0	0	-1	-4	-2	2.4	1	92	2	0.3
CC1CCN(CCCOc2ccc(Br)cc2Cl)CC1	10	7	-11	-6	-2	0.6	1	100	-5	0.3
CS(=O)(=O)c1nc(-c2ccccc2)c(-c2ccccc2)[nH]1	-18	7	1	-4	3	-1.7	-1	91	4	-0.1

An excerpt of these results, bar-delimited.
mol | PDI inh | Vif inh | m5-HT2A agonist | CaV13 ICDI inh | N-glyco inh | MC4R ag barr | MC4R antagonist | ABCB6 inh MLPCN | H9c2 protect | aDG glyco up
COc1ccc(-c2cc(C(=O)Nc3ccccc3SC)no2)cc1 | 2 | x | -6 | -7 | 3 | 0.4 | 0 | 101 | 8 | -0.3
CC(C)CNC(=O)C1(C)CCCN1C(=O)c1c(Cl)cccc1Cl (stereo not drawn) | 16 | -8 | 2 | -10 | -1 | -2.9 | 1 | 97 | 1 | 0.1

(next part)
SMILES	PDI inh	Vif inh	m5-HT2A agonist	CaV13 ICDI inh	N-glyco inh	MC4R ag barr	MC4R antagonist	ABCB6 inh MLPCN	H9c2 protect	aDG glyco up
CCN(CC)S(=O)(=O)c1ccc(C)c(NC(=S)N2CCN(Cc3ccc4c(c3)OCO4)CC2)c1	1	-30	0	-2	-3	-1.6	7	87	-21	3.8
CCOc1ccc(Br)cc1S(=O)(=O)Nc1cccc(S(=O)(=O)NC2=NCCC2)c1	-6	1	4	2	0	0.6	-2	97	6	-0.1
CCCCN(C(=O)c1cc(-c2ccco2)nc2ccccc12)c1c(N)n(CCC)c(=O)[nH]c1=O	-6	-4	2	-5	-1	-2.0	18	100	0	-0.1
COc1ccc(NC2c3ccccc3C(=O)N2c2cccnc2)cc1Cl (stereo not drawn)	x	x	-1	11	0	-0.8	0	95	6	0.4
Cc1ccc(NS(=O)(=O)c2ccc(N/N=C/c3ccccc3OCC(=O)O)c([N+](=O)[O-])c2)c(C)c1	6	x	-5	-16	-1	-0.3	25	284	0	-0.2
CCN=C(Nc1ccc2c(c1)OCO2)SC1CC(=O)N(c2ccc(OC)cc2)C1=O (stereo not drawn)	-1	4	2	-5	0	2.4	3	100	21	-0.4
CCn1c(=O)cc(OCC(=O)NCc2ccc(C)o2)c2ccccc21	-7	6	0	-6	9	-3.0	-3	89	9	-0.1
C1=CCC(CN2CCNCC2)CC1 (stereo not drawn)	-2	1	6	-4	-2	-0.8	5	103	-4	-0.5
CC(C)C[C@H](NC(=O)OC(C)(C)C)C(=O)N1CCC(C(=O)N[C@@H](Cc2c[nH]c3ccccc23)C(=O)O)CC1	6	4	-1	-3	-1	-1.3	19	97	-2	-0.2
CCOc1ccc(NC(=O)NN2C(C)CCCC2C)cc1 (stereo not drawn)	2	-2	-5	-18	3	-2.6	2	102	1	0.0
Cc1ccc(NC(=O)CSc2nccn(-c3ccc4c(c3)OCCO4)c2=O)cc1	-6	u	2	-7	-2	-0.5	10	100	-5	-0.4
O=C(Nc1ccccc1C(=O)N1CCCCC1)c1cccc(S(=O)(=O)N2CCOCC2)c1	2	11	3	-7	2	-1.3	13	119	1	0.0
CCOc1ccc(NS(=O)(=O)c2ccc3[nH]cc(C(=O)N(CC)CC)c(=O)c3c2)cc1	13	-14	4	-2	1	-0.6	13	95	5	0.1
CC(Oc1ccc(Br)cc1)C(=O)NCC(c1cccs1)N1CCOCC1 (stereo not drawn)	-1	0	2	-10	2	-3.3	10	103	-7	0.3
O=C1OC(N2CCN(c3ccccn3)CC2)c2ccccc21 (stereo not drawn)	-6	0	15*	x	2	-0.1	10	93	-1	0.1
COc1ccc(NC(=O)c2nc3nc(C)cc(C(F)F)n3n2)cc1OC	x	3	0	-5	2	-1.2	7	100	-13	-0.5
COc1ccccc1CNC(=O)c1cc(-c2cc(F)ccc2OC)n[nH]1	-13	5	0	-7	0	1.3	12	98	3	0.7
CCN1CCN(C(C)C(=O)NC2CCCCC2)CC1 (stereo not drawn)	-1	-1	-1	8	-1	-1.7	14	99	8	0.0

An excerpt from above in order of SMILES length, rising:
SMILES	PDI inh	Vif inh	m5-HT2A agonist	CaV13 ICDI inh	N-glyco inh	MC4R ag barr	MC4R antagonist	ABCB6 inh MLPCN	H9c2 protect	aDG glyco up
C1=CCC(CN2CCNCC2)CC1 (stereo not drawn)	-2	1	6	-4	-2	-0.8	5	103	-4	-0.5
CCOc1ccc(NC(=O)NN2C(C)CCCC2C)cc1 (stereo not drawn)	2	-2	-5	-18	3	-2.6	2	102	1	0.0
O=C1OC(N2CCN(c3ccccn3)CC2)c2ccccc21 (stereo not drawn)	-6	0	15*	x	2	-0.1	10	93	-1	0.1
COc1ccc(NC2c3ccccc3C(=O)N2c2cccnc2)cc1Cl (stereo not drawn)	x	x	-1	11	0	-0.8	0	95	6	0.4
CCn1c(=O)cc(OCC(=O)NCc2ccc(C)o2)c2ccccc21	-7	6	0	-6	9	-3.0	-3	89	9	-0.1
CC(Oc1ccc(Br)cc1)C(=O)NCC(c1cccs1)N1CCOCC1 (stereo not drawn)	-1	0	2	-10	2	-3.3	10	103	-7	0.3
COc1ccc(NC(=O)c2nc3nc(C)cc(C(F)F)n3n2)cc1OC	x	3	0	-5	2	-1.2	7	100	-13	-0.5
Cc1ccc(NC(=O)CSc2nccn(-c3ccc4c(c3)OCCO4)c2=O)cc1	-6	u	2	-7	-2	-0.5	10	100	-5	-0.4
CCN=C(Nc1ccc2c(c1)OCO2)SC1CC(=O)N(c2ccc(OC)cc2)C1=O (stereo not drawn)	-1	4	2	-5	0	2.4	3	100	21	-0.4
O=C(Nc1ccccc1C(=O)N1CCCCC1)c1cccc(S(=O)(=O)N2CCOCC2)c1	2	11	3	-7	2	-1.3	13	119	1	0.0
CCOc1ccc(NS(=O)(=O)c2ccc3[nH]cc(C(=O)N(CC)CC)c(=O)c3c2)cc1	13	-14	4	-2	1	-0.6	13	95	5	0.1
CCCCN(C(=O)c1cc(-c2ccco2)nc2ccccc12)c1c(N)n(CCC)c(=O)[nH]c1=O	-6	-4	2	-5	-1	-2.0	18	100	0	-0.1
Cc1ccc(NS(=O)(=O)c2ccc(N/N=C/c3ccccc3OCC(=O)O)c([N+](=O)[O-])c2)c(C)c1	6	x	-5	-16	-1	-0.3	25	284	0	-0.2
CC(C)C[C@H](NC(=O)OC(C)(C)C)C(=O)N1CCC(C(=O)N[C@@H](Cc2c[nH]c3ccccc23)C(=O)O)CC1	6	4	-1	-3	-1	-1.3	19	97	-2	-0.2
